# HTRA1 inh: HTRA1 serine protease inhibitors, primary screen, biochemical, fluorescence polarization, HTS; 340,000 tested, 0.5% active; inhibition, % at 5.96 µM; recombinant HTRA1, FP-rhodamine activity-based probe; Q92743; in the data active = inhibition above about 36%;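 also: 0% = enzyme with DMSO and 100% = wells lacking enzyme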
# Target sequence (Q92743 whole entry, looked up): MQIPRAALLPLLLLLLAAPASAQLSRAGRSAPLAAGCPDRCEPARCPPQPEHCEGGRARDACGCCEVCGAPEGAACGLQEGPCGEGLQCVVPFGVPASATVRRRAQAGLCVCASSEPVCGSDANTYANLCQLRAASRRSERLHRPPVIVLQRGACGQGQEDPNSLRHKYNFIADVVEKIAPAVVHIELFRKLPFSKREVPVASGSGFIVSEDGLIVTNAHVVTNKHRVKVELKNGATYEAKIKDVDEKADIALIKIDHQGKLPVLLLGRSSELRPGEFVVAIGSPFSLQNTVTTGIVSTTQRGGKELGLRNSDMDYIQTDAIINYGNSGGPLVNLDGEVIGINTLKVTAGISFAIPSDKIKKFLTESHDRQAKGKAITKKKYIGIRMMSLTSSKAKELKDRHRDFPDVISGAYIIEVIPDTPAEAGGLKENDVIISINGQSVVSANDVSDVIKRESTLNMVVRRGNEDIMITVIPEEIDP
# * = called active by the depositor. Some of the compounds tested; the hit share may differ from the screen's.
SMILES,HTRA1 inh
Oc1ccc(-n2nnnc2SCc2ccccc2Br)cc1,-24
COc1ccc(N2C(=O)C(Cl)=C(Oc3cccc(OC)c3)C2=O)cc1,0
COc1cc2ccnc(C=O)c2cc1OC,7
CC1(c2ccc3ccccc3c2)NC(=O)N(CC(=O)N2CCN(Cc3ccc(C#N)cc3)CC2)C1=O (stereo unspecified),-11
COc1cccc(/C=C/C(=O)OCC(=O)Nc2ccc(Cl)cn2)c1,2
C#CCOCCOCCOCCNc1nc(N2CCN(C(=O)C([C@@H](C)CC)n3cc(C(N)CO)nn3)CC2)nc(N2CCN(C(=O)[C@H](CCC(=O)O)n3cc(C(N)CC(C)C)nn3)CC2)n1 (stereo partly specified),1
CC(C)C(NS(=O)(=O)c1cccs1)C(=O)NCCN1CCN(c2ccccc2)CC1 (stereo unspecified),3
CCOC(=O)[C@@H]1[C@H]2COc3ccccc3[C@@H]2N2C(=O)N(c3ccc(C)cc3)C(=O)[C@]12C,-13
CCOc1ccc(NC(=O)CCNC(=O)Cn2ccc3ccccc3c2=O)cc1,3
COc1ccc(OC)c(S(=O)(=O)CC(=O)c2cc3ccc(OC)cc3oc2=O)c1,0
O=Cc1ccc(C(=O)OCC(=O)NC(=O)Nc2ccccc2F)cc1,-44
CC(=O)Nc1ccc(NC(=O)CCNS(=O)(=O)c2cccc3nsnc23)cc1,0
Cc1ccc2c(c1)[C@H]1[C@H](CO2)[C@H](c2ccccc2)[C@]2(C)C(=O)Nc3cc(Cl)ccc3C(=O)N12,-18
Cc1ccc(C(=O)N(C)c2ccc(OCC(=O)N3c4ccc(C)cc4C4CN(C)CCC43)cc2)cc1 (stereo unspecified),-1
CCOC(=O)N1CCN(C(=O)c2ccc3c(SCC(=O)O)c4c(nc3c2)CCCC4)CC1,1
COc1ccc(Cl)cc1S(=O)(=O)n1ccnc1C(C)C,-3
CC[C@@H]1CC=C[C@H]2[C@H]1C(=O)N(Cc1ccccc1)[C@H]2c1ccoc1,-7
COc1ccc(CC(=O)Nc2nc3n(n2)C(c2ccccc2)CC(=O)N3)cc1OC (stereo unspecified),0
CCCCN1CC(=O)N2[C@@H]3c4cc(Br)ccc4OC[C@@H]3[C@H](C(=O)OCC)[C@]2(C)C1=O,2
C=CCN1C(=O)/C(=C\c2ccc(Cl)cc2)N=C1SCC(=O)NC1CCCCC1,2
Cc1ccc(NC(=O)c2nc(C)n(-c3ccc([N+](=O)[O-])cc3)n2)cc1,0
O=C(NC12CC3CC(CC(C3)C1)C2)c1ccc(COc2ccc(Cl)cc2[N+](=O)[O-])o1,-51
NC(=O)[C@H](Cc1cc2ccccc2s1)NC(=O)[C@@H]1CC2(CC(c3cccc(NC(=O)[C@@H]4CCC(=O)N4)c3)=NO2)CN1C(=O)/C=C/c1c(F)cccc1Cl (stereo partly specified),-90
CC(C)N1CCC(N2CCN(C/C=C/c3ccccc3)CC2CCO)CC1 (stereo unspecified),-4
Cc1cccc2c1N(CCCOc1ccc(C(C)(C)C)cc1)C(=O)C2=O,-83

# Part of the list above, as labelled records.
> CC(C)C(NS(=O)(=O)c1cccs1)C(=O)NCCN1CCN(c2ccccc2)CC1 (stereo unspecified)
  HTRA1 inh: 3
> C#CCOCCOCCOCCNc1nc(N2CCN(C(=O)C([C@@H](C)CC)n3cc(C(N)CO)nn3)CC2)nc(N2CCN(C(=O)[C@H](CCC(=O)O)n3cc(C(N)CC(C)C)nn3)CC2)n1 (stereo partly specified)
  HTRA1 inh: 1
> NC(=O)[C@H](Cc1cc2ccccc2s1)NC(=O)[C@@H]1CC2(CC(c3cccc(NC(=O)[C@@H]4CCC(=O)N4)c3)=NO2)CN1C(=O)/C=C/c1c(F)cccc1Cl (stereo partly specified)
  HTRA1 inh: -90
> Oc1ccc(-n2nnnc2SCc2ccccc2Br)cc1
  HTRA1 inh: -24

# The main list resumes with the 3 entries that preceded the break.
SMILES,HTRA1 inh
NC(=O)[C@H](Cc1cc2ccccc2s1)NC(=O)[C@@H]1CC2(CC(c3cccc(NC(=O)[C@@H]4CCC(=O)N4)c3)=NO2)CN1C(=O)/C=C/c1c(F)cccc1Cl (stereo partly specified),-90
CC(C)N1CCC(N2CCN(C/C=C/c3ccccc3)CC2CCO)CC1 (stereo unspecified),-4
Cc1cccc2c1N(CCCOc1ccc(C(C)(C)C)cc1)C(=O)C2=O,-83
CCc1ccc(OCC(=O)NNC(=O)c2ccc(NC(=O)C3CC3)cc2)cc1,-1
C/C(=N\N=C(c1ccccc1)c1ccccc1)c1ccco1,-5
Cc1ccsc1C1NC(=O)c2c(sc3c2CCCC3)N1 (stereo unspecified),-2
CCN1C[C@@H]2[C@@H]3C(=O)N(Cc4ccccc4)C(=O)[C@@H]3[C@](CC)(C1=O)N2C(=O)c1ccc(Cl)c(Cl)c1,-1
Cc1cc(C)c(S(=O)(=O)c2ccccc2)c(OC(=O)c2ccc(Cl)cc2Cl)n1,-8
Cc1cc(C)n2nc3nc(N4CCCC4)nc(-c4ccccc4)c3c2n1,-14
Cc1cccn2c(=O)c(C=O)c(N3CCCCCC3)nc12,-2
CCCN1C(=O)/C(=C/c2c(NCCCOC(C)C)nc3c(C)cccn3c2=O)SC1=S,-4
CN(C(=O)CSc1nnc(-c2ccncc2)n1Cc1ccccc1)C1CCS(=O)(=O)C1 (stereo unspecified),4
O=C(NCC1CCCO1)c1cccc2c1C(=O)c1ccc(N3CCC(Cc4ccccc4)CC3)cc1S2(=O)=O (stereo unspecified),-37
CC1(OC(=O)c2cccs2)C(=O)C=C2C=C3CCCN3C=C2C1=O (stereo unspecified),27
O/C(=C\c1nc2ccccc2nc1/C=C(\O)c1ccccc1)c1ccccc1,9
CCc1ccc(CN2CCC(C(=O)Nc3cccc(-c4nnc(C)s4)c3)CC2)o1,-5
CC(=O)Nc1cc(N=Cc2ccc(O)cc2O)c(Cl)cc1Cl,-7
CCOC(=O)C1=C(C)N=c2s/c(=C/c3ccc(OCC(=O)O)cc3)c(=O)n2C1c1ccc(SC)cc1 (stereo unspecified),-87
C#CCOCCOCCOCCNc1nc(N2CCN(C(=O)CCCCCCCCCCNC(=O)[C@H](CCCCN)n3cc(C[C@@H](C)CC)nn3)CC2)nc(N2CCN(C(=O)CCCCCCCCCCNC(=O)[C@@H]([C@H](C)O)n3cc(C)nn3)CC2)n1,-75
CCCCC[C@H](O)/C=C/C1=C(CCCCCCC(=O)O)C(=O)CC1,3
O=C(CCc1nc(-c2ccccc2F)no1)NCCN1CCc2ccccc2C1,0
COC(=O)c1ccc(-n2c(CCC(=O)O)ccc2-c2ccc(C)cc2)cc1,-7
O=C(CCCOc1ccccc1)Nc1ccc(S(=O)(=O)Nc2ccccn2)cc1,-6
COc1cc(C)c(NC(=O)COc2cccc3c2OC(C)(C)C3)cc1OC,5
Cc1ccc(S(=O)(=O)N2C[C@H]3N(C(=O)OC(C)C)N(C(=O)OC(C)C)C[C@H](OC(=O)NCC4CCCCC4)[C@@]3(O)C2)cc1,-14
Cc1ccc(-n2nc3c(N4CCC(C(=O)NCCc5ccccc5C)CC4)nnc(C)c3c2C)cc1,-2
Cn1c2ccccc2c2cc(/C=N/NC(=O)c3ccc(O)cc3O)ccc21,-19
C[C@@H]1CC(=O)[C@H]2CC(CO)=CCC[C@@H]2[C@@]1(C)CC/C(=C/CO)CO,2
SMILES,HTRA1 inh
Cc1cccc(N2CCN(C(=O)c3cc4cc(F)ccc4[nH]3)CC2)c1C,-19
COc1cc2c(cc1NC(=O)c1ccncc1)oc1ccccc12,-31
Cn1ncc2c(O/N=C(\N)c3ccc(C(C)(C)C)cc3)ncnc21,-21
O=C(c1ccc2c(=O)n(CCc3ccccc3)c(=O)[nH]c2c1)N1CCN(c2ccccc2)CC1,6
COc1ccc(C2=CC3=C(Br)C(=O)C(C)(OC(=O)C4CCCC4)C(=O)C3=CO2)cc1 (stereo unspecified),15
COc1ccc(COC(=O)C2CC(=O)N(Cc3ccc(C)cc3)C2)cc1 (stereo unspecified),-2
CCN(CCCNC(=O)C1CCN(S(=O)(=O)c2c(C)[nH]c(=O)[nH]c2=O)CC1)c1cccc(C)c1,1
Cc1cccc(C)c1OCC(=O)N(Cc1ccco1)C1CCS(=O)(=O)C1 (stereo unspecified),-2
COc1ccc(-c2cc(=O)c3cc(OC)ccc3[nH]2)cc1,-8
CCn1ccc(C(=O)Nc2ccc3c(c2)CCC3)n1,-4
CCOC(=O)CNC(=O)Cn1cnc2c(nnn2-c2ccccc2)c1=O,4
O=C(CSc1nnc(-c2c[nH]c3ccccc23)o1)N(Cc1ccccc1)c1ccc(F)cc1,-85
O=C(O)c1ccccc1NS(=O)(=O)c1ccc(NN=Cc2ccc(F)cc2)c([N+](=O)[O-])c1,-19
COc1ccccc1NC(=O)N(C)C[C@H]1Oc2ncc(C#CCN(C)C)cc2C(=O)N([C@H](C)CO)C[C@H]1C,2
O=[N+]([O-])/C=C/c1c(OCc2ccccc2)ccc2ccccc12,-21
CCOC(=O)Nc1ccc2c(c1)N(C(=O)C(C)N1CCCC1)c1ccccc1CC2 (stereo unspecified),0
COc1ccc(-c2nc3cnccn3c2NCc2ccccc2)cc1SC1CCCCC1,-17
Cc1ccc(C)c(NC(=O)COC(=O)CC2c3ccccc3CCN2S(=O)(=O)c2ccc(F)cc2)c1 (stereo unspecified),-9
CC(C)CCNC(=O)C1CCC(CNS(=O)(=O)c2cccc3nsnc23)CC1 (stereo unspecified),4
COc1ccccc1CCNC(=O)c1nccnc1C(=O)O,0
COc1ccc2c(c1)-c1nc(/N=C/c3ccc(O)c(OC)c3)sc1CC2,-7
O=C(Nc1ccc(S(=O)(=O)N2CCCC2)cc1)c1ccc([N+](=O)[O-])o1,14
O=C(O)c1ccc(CN2C(=O)c3cccc4c([N+](=O)[O-])ccc(c34)C2=O)cc1,-6
O=C(CN1C(=O)c2ccccc2S1(=O)=O)c1ccc(OC(F)F)cc1,-10
O=C(Nc1nnc(SCc2ccc(Cl)cc2)s1)C1CCCO1 (stereo unspecified),-5
SMILES,HTRA1 inh
C[C@@H](CN1CCC[C@H]1CN1C(N)=NC[C@@H]1Cc1ccccc1)N1C[C@@H](Cc2ccccc2)N(CCCC2CCCC2)C1=N,11
COC(=O)[C@@]1(Cc2ccc(OC)cc2)[C@@H]2C(=CC(=O)[C@H]2CC(=O)C(=O)N2CCCC2)CN1C(=O)c1ccccc1,-6
Cc1ccc(CNC(=O)c2cc3c(=O)n4ccccc4nc3n(CC3CCCO3)c2=N)cc1 (stereo unspecified),-8
O=S(=O)(NC1CCCCC1N1CCN(c2ccc(F)cc2)CC1)c1ccc(Cl)cc1 (stereo unspecified),-19
Cc1cc(NC(=O)CSc2ccc(-c3nc4cc(C)c(C)cc4[nH]3)cn2)no1,-16
O=C(CC1C(=O)NCCN1Cc1cccc(C(F)(F)F)c1)NC1CCCCCC1 (stereo unspecified),-8
Cc1nn(C)c(=O)n1-c1ccc(OCc2ccccc2)cc1,3
COc1ccc(-n2nc3c(N4CCC(C(=O)NCc5ccccc5C)CC4)nnc(C)c3c2C)cc1,-4
O=C(COC(=O)c1cc[n+]([O-])cc1)Nc1ccc(Cl)cc1C(F)(F)F,4
O=S(=O)(c1ccc2ccccc2c1)N1CCNCC1,-4
C=C1/C=C(\C)C(C)(O)CC(O)CC(=O)C(O)C(O)C(C)CC(C)OC(=O)/C(C)=C/CC/C=C/C(OC)C(O)CC(C)C1 (stereo unspecified),-5
CN(C)c1ccc(/C=C(\Cl)c2nc3ccccc3s2)cc1,5
O=C(Cc1c(O)c2ccccc2[nH]c1=O)NCc1ccccc1,-4
Clc1cccc(N=C2NN=C(c3ccc4c(c3)OCCO4)CS2)c1,-11
Cc1ccc(NC(=O)CSc2nc(NS(=O)(=O)c3ccccc3)cc(=O)[nH]2)cc1,-4
CCOc1ccccc1NC(=O)Cn1[nH]c(=O)c2ccccc2c1=O,1
CCCCC(=O)Nc1ccc2c(c1)C(=O)NC2=O,0
Clc1ccc2c(c1)C(N1CCNCC1)Cc1ccccc1S2 (stereo unspecified),-9
CC(=O)Nc1ccc(S(=O)(=O)N(C2=NCC(C)S2)c2ccccc2)cc1 (stereo unspecified),-15
CC(c1ccco1)N(C(=O)c1ccccc1NS(=O)(=O)c1cccc([N+](=O)[O-])c1)c1ccccn1 (stereo unspecified),-4
COc1cccc(/C=N/NC(=O)c2[nH]nc3c2CCc2ccccc2-3)c1O,30
COc1cccc(NC(=O)CSCc2cc(=O)n3ccsc3n2)c1,5
CC(=O)N(C)C1=C(N2CCOCC2)C(=O)c2ccccc2C1=O,8
CCCS(=O)(=O)Nc1ccc(-c2cn3c(n2)SCC3)cc1,6
CC(Sc1nc2ccccc2c(=O)n1C)C(=O)NC1CCCCC1C (stereo unspecified),-1
SMILES,HTRA1 inh
CCCNC(=O)C1(CC2CC(c3ccccc3)=NO2)CCN(C(=O)CCCCCBr)CC1 (stereo unspecified),1
Nc1c(C(O)(C(F)(F)F)C(F)(F)F)cc(C(O)(C(F)(F)F)C(F)(F)F)c2ccccc12,9
COc1ccc(S(=O)(=O)N(CCc2ccccc2)CC(=O)O)cc1C,0
Cc1nc(C)c(C(=O)N/N=C/c2c[nH]c3ccccc23)s1,-1
O=C(CCl)N1c2ccccc2Sc2ccc3ccccc3c21,-14
CCCc1cc(=O)[nH]c(SCC(=O)N(CC)C2CCS(=O)(=O)C2)n1 (stereo unspecified),-2
C#CCOCCOCCOCCNc1nc(N2CCN(C(=O)[C@H](CCC(=O)O)n3cc(C(N)CO)nn3)CC2)nc(N2CCN(C(=O)[C@H](CCC(=O)O)n3cc(C(N)[C@H](C)CC)nn3)CC2)n1 (stereo partly specified),-6
Cc1cccc(C)c1NC(=O)C1CCCN1S(=O)(=O)c1ccc2c(c1)n(C)c(=O)c(=O)n2C (stereo unspecified),8
N/C(=C/C(=O)c1ccccc1O)C(F)(F)F,7
CC1=C(C)CC(C(=O)NCc2c(F)cccc2Cl)C(C(=O)O)C1 (stereo unspecified),7

# Screens (PubChem BioAssay)
